TDP-43 yeast inh – inhibitors of TDP-43 toxicity in yeast; TDP-43 expressing yeast growth rescue, BacTiter-Glo, 24 h; hit rate 1.8% among 410,000; Potency, µM (titrated, usually from 46.1 µM), for the others: at the highest dose growth rescue (activation), usual class: activators; also: % of control where 0% means no effect; nearly all actives have a fitted effect of over 50% in size
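Luminescence from BacTiter-Glo reports growth of TDP-43-expressing yeast after 24 hr at 30 deg C with compound. Cells were raffinose-pregrown to mid-log, then seeded in galactose medium at OD600=0.02.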
KB-V1 MDR tox – KB-V1 MDR subline cytotoxicity; AID 1347076; KB-V1 MDR cells viability, CellTiter-Glo, 72 h; Potency, µM (series often up to 46.1 µM), inactives show at the highest dose activity change, negative = cytotoxicity, actives largely listed as cytotoxic; hit rate 3.4% among 400,000; also: % is scaled to controls: 0 for no effect and ±100 for the full control effect; nearly all actives have a fitted effect of over 60% in size
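Luminescent ATP read-out (CellTiter-Glo, 10 min) measures survival of drug-selected KB-V1 MDR cells after 72 h, 37 degrees C compound exposure. Medium: phenol-red-free DMEM, 10% FBS. Values from fitted concentration-response curves.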
KB-3-1 cytotox – KB-3-1 parental cell cytotoxicity; KB-3-1 viability, CellTiter-Glo ATP luminescence, 72 h; Potency, µM (highest dose often 46.1 µM), for the others: at the highest dose activity change, negative = cytotoxic, actives largely listed as cytotoxic; hit rate 1.4% among 400,000; also: % is scaled to controls: 0 for no effect and ±100 for the full control effect; nearly all actives have a fitted effect of over 60% in size
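Here the drug-naive KB-3-1 line serves as comparator for MDR sub-line selectivity; cells received compound titrations, 72 h at 37 °C, then CellTiter-Glo readout.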
HT1080 IDH1KD tx – toxicity to HT-1080 IDH1 knockdown cells (counter line); hit rate 2% among 360,000; HT-1080 IDH1 knockdown viability, ATP luminescence, 48 h; Potency, µM (top dose mostly 46.1 µM), inactives show top-dose activity, negative = toxicity, most hits filed as cytotoxic;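 also: 0% = DMSO wells and -100% = cell-free medium wells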
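Cytotoxicity counter-line: IDH1KD HT-1080, 48 h, CellTiter-Glo. Curves classed by r2, magnitude and activity.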
HEK293 tox – cytotoxic in the GLP-1 receptor inverse agonist counter-screen; HEK293 cAMP-luciferase reporter cells, luminescence, 24 h; Potency, µM (titrated, usually from 38.3 µM), for inactives: at the top dose activity change, negative = inhibition, hits mostly inhibitors; hit rate 0.13% among 410,000; AID 624418;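 also: loss of luciferase light is scored as toxicity; % is scaled to controls: 0 for no effect and ±100 for the full control effect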
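To flag toxic compounds, the library was rerun on cells for 24 hr at 37 deg C and 5% CO2. Viability-linked luminescence was captured 12 min after adding luciferase detection reagent.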
GLP1R inv ag – inverse agonists of human GLP-1 receptor. AID 624417. Potency, µM (top dose mostly 38.3 µM), inactives show at the highest dose activity change, negative = inhibition, most hits filed as inhibitors. hit rate 1.6% among 410,000. P43220. HEK293 GLP-1R CRE-luciferase, luminescence, 24 h; GLP-1R form is constitutively active; also: % is scaled to controls: 0 for no effect and ±100 for the full control effect; nearly all actives have a fitted effect of over 55% in size
Target sequence (P43220 whole entry, looked up): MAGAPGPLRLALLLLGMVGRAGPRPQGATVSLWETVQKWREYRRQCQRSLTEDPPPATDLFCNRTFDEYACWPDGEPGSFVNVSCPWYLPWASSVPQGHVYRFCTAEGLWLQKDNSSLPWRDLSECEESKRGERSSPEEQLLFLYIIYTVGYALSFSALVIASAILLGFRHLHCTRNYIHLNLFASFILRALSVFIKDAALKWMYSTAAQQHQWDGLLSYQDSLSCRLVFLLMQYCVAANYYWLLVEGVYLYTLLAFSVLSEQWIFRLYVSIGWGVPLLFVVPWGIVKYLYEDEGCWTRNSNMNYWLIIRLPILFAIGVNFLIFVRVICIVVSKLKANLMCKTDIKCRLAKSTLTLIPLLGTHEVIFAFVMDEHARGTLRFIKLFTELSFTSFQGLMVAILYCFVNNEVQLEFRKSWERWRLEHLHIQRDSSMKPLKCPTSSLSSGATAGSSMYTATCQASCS
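HEK293 cells stably co-expressing constitutively active GLP-1R and a cAMP-responsive luciferase reporter were seeded in DMEM with 10% Nu serum, given compounds after 12 h, and incubated 24 h at 37 deg C. Luminescence was then read.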
GLP-1R agonist – GLP-1 receptor (human) agonism; HEK293 GLP-1R CRE-luciferase, luminescence, 4-6 h; cells express a hypersensitive GLP-1R form; Potency, µM (top dose mostly 45.6 µM), for the others: at the top dose activation, actives largely listed as activators; hit rate 0.007% among 380,000; AID 624172; also: % of control where 0% means no effect
HT1080NT lethal – kills 2HG-producing HT-1080-NT fibrosarcoma cells. HT-1080-NT fibrosarcoma viability, CellTiter-Glo ATP luminescence, 48 h. Potency, µM (top dose mostly 46.1 µM), for inactives: at the highest dose activity, negative = less viability, usual class: cytotoxic. hit rate 1.6% among 360,000;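 also: NT is the 2HG producing partner of a matched IDH1 knockdown line; 0% = DMSO-treated cells and -100% = media-only wells without cells; nearly all actives have a fitted effect of over 55% in size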
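Viability of the 2HG-overproducing fibrosarcoma line after 48 hours of compound exposure at 37 degrees C was determined by luminescence with CellTiter-Glo, and concentration-effect curves were then fitted and categorized.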
SW480 rereplic – induces DNA re-replication in SW480 colon adenocarcinoma cells; SW480 DNA re-replication, Hoechst DNA content imaging, 48 h; Potency, µM (titrated, usually from 46.1 µM), inactives show at the highest dose re-replication activation, most hits filed as activators; hit rate 1.8% among 340,000; also: % of control where 0% means no effect; nearly all actives have a fitted effect of over 55% in size
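First, 250 cells per well were seeded. Next, compound or vehicle (23 nL) was pinned in, plates sat 48 hr at 37 C. Finally Hoechst was added for 40 min before fluorescence scanning.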
An asterisk follows results filed as active; ? = inconclusive; . = not tested or not shown; [ ] = dose if it differs, or a comment. Calls follow the shape of the dose curve; as a rule, active = well fitted curve in the direction sought with a large enough effect; inconclusive = small, poorly fitted or top-dose-only effect, or another doubt; inactive = no such curve, though single readings can be large; an effect the other way counts as inactive or inconclusive. Potency is read from the fitted curve at half-maximal effect.

SMILES	TDP-43 yeast inh	KB-V1 MDR tox	KB-3-1 cytotox	HT1080 IDH1KD tx	HEK293 tox	GLP1R inv ag	GLP-1R agonist	HT1080NT lethal	SW480 rereplic
COc1ccc(Nc2cc(C)c3cc(NC(=O)c4cc(OC)cc(OC)c4)ccc3n2)cc1	0%	?	8.2µM*	.	?	?	-3%	.	.
Cn1c(=O)c2c(nc(N3CCOCC3)n2CCCNC2=NCCCCC2)n(C)c1=O	-12%	2%	6%	-6%	-16%	9%	-6%	-6%	-17%
CC1(C(=O)N2CCCCC2)CCN1C(=O)C1(c2ccccc2)CC1 (stereo not given)	17%	3%	0%	16%	-1%	15%	0%	?	.
CC(C)c1nnc(NC(=O)CC(=O)Nc2ccccc2C(=O)O)s1	-4%	0%	-5%	0%	68%[activator]	?	-27%	-4%	1%
C=C(C)CSc1nc(N)c(C#N)c(-c2ccc(C)cc2)c1C#N	0%	?	2%	?	-1%	?	0%	-25%	-9%
COCCNC(=O)c1ccc2c(c1)nc(C)n2-c1cc(OC)c(OC)c(OC)c1	18%	0%	0%	29%	-1%	36%[activator]	2%	?	3%
Cc1c(Cl)cccc1NC(=O)CNCc1ccccc1F	-9%	0%	0%	15%	3%	3%	-3%	10%	-15%
CCCCC(CC)Cn1c(O)c(/C=C2\C=NN=C2c2ccccc2)sc1=S (stereo not given)	0%	?	?	4%	-4%	3%	5%	-6%	3%
COc1ccc(S(=O)(=O)N(CC(=O)NCC2CCCO2)c2ccc(F)cc2)cc1OC (stereo not given)	-8%	-5%	-7%	-5%	10%	2%	-2%	-2%	18%
CCN(CC(=O)Nc1c(C(=O)OC)[nH]c2ccccc12)c1ccc2c(c1)OCO2	?	?	-11%	-10%	-25%	?	5%	-9%	14%
N#Cc1nc(COc2ccccc2)oc1NCCCn1ccnc1	-26%	0%	-5%	-1%	-22%	1%	-1%	-3%	4%
CC(C)CC1C(=O)N(Cc2cn(CC3CCCCC3)nn2)CCS(=O)(=O)N1Cc1ccc(-c2cccc(CO)c2)cc1 (stereo not given)	24%	?	?	?	?	?	5%	?	.
COc1ccc(CCNC(=O)COc2ccc(S(=O)(=O)N3CCOCC3)cc2)cc1OC	-14%	-19%	1%	21%	1%	64%[activator]	1%	0%	2%
CC1=C(C(=O)OCC(C)C)C(c2ccc(OCc3ccccc3)cc2)N2C(=O)CCSC2=N1 (stereo not given)	12%	-15%	?	.	5%	-12%	.	.	.
Cc1ccccc1CSCCNC(=O)c1ccc(Cl)c(S(=O)(=O)N2CCOCC2)c1	-9%	?	-7%	-19%	-5%	?	7%	0%	4%
COc1ccc(C2=NOC(Cn3nc(C(=O)NCC4CC4)cc3-c3ccccc3)C2)cc1 (stereo not given)	23%	-7%	-11%	-2%	3%	-11%	1%	-2%	6%[9.22 µM]
CCc1cccc(C)c1NC(=O)CSc1nc2ccc(N3C(=O)c4ccccc4C3=O)cc2s1	-12%	0%	-2%	-7%	12%	-3%	10%	-21%	-1%
COc1ccc(-c2cc(C(N)=O)nc(N3CCCCCC3)n2)cc1	-27%	?	-16%	-3%	81%[activator]	-27%	0%	3%	-1%
C=CCn1c(N)cc(=O)nc1SCC(=O)Nc1ccccc1	14%	25%	12%	0%	5%	15%	-6%	8%	2%
Cc1sc2ncnc(SCC(=O)c3cccs3)c2c1C	?	16µM*	?	-16%	-3%	0%	3%	-20%	3%

Complete entries, quoted from the list. Screens in order: TDP-43 yeast inh	KB-V1 MDR tox	KB-3-1 cytotox	HT1080 IDH1KD tx	HEK293 tox	GLP1R inv ag	GLP-1R agonist	HT1080NT lethal	SW480 rereplic
COc1ccc(Nc2cc(C)c3cc(NC(=O)c4cc(OC)cc(OC)c4)ccc3n2)cc1 is entered as 0%	?	8.2µM*	.	?	?	-3%	.	.
Cc1sc2ncnc(SCC(=O)c3cccs3)c2c1C is entered as ?	16µM*	?	-16%	-3%	0%	3%	-20%	3%

The list continues:
SMILES	TDP-43 yeast inh	KB-V1 MDR tox	KB-3-1 cytotox	HT1080 IDH1KD tx	HEK293 tox	GLP1R inv ag	GLP-1R agonist	HT1080NT lethal	SW480 rereplic
CN(CC(=O)Nc1sccc1C#N)S(=O)(=O)c1ccc(F)cc1	-2%	-9%	1%	2%	0%	33%[activator]	8%	-11%	-475%[inhibitor]
COc1ccc(C(=O)N2CCC(C(N)=O)CC2)cc1S(=O)(=O)N1CCCC1	-3%	?	6%	5%	3%	18%	-4%	21%	24%
CCN1CCN(C(c2ccc(F)cc2)c2sc3nc(-c4ccco4)nn3c2O)CC1 (stereo not given)	20%	-11%	-6%	.	-13%	14%	.	.	.
Nn1c(COc2ccccc2)nnc1SCc1cc(=O)[nH]c2ccccc12	-10%	-5%	7%	-3%	9%	1%	3%	1%	-3%
Cc1ccc(NC(=O)Cc2ccc(-n3c(C)nc4cccnc43)cc2)c(Cl)c1	21%	5.8µM*	18µM*	.	-7%	0%	.	.	.
CS(=O)(=O)N(CC(=O)Nc1ccccc1C(=O)NCc1ccccc1)c1ccc2c(c1)OCCO2	-10%	0%	3%	6%	3%	9%	15%	10%	4%
Cc1ccc(Nc2cc(C)nc3nc(C)nn23)c(C)c1	0%	15%	-8%	-4%	-13%	10%	4%	4%	-1%
COC(=O)CSc1nc2sc3c(c2c(=O)n1-c1ccccc1)CCN(C)C3	-3%	9%	19%	-4%	73%[activator]	73%[activator]	30%	-1%	-2%[9.22 µM]
COc1ccc(NC(=O)CCNC(=O)c2ccccc2Cl)cc1OC	6%	0%	15%	17%	7%	25%	5%	10%	-23%
Cc1ccc(C(=O)NCCc2nnc3ccc(SCC(=O)Nc4ccccc4F)nn23)cc1	-7%	.	.	-6%	10%	5%	2%	0%	16%
CCn1c(SCc2ccc(Cl)cc2)nc2nc3c(cc2c1=O)CCCC3	-21%	?	-4%	-18%	-3%[1.53 µM]	?	8%	1%	2%
O=C(Cc1ccc(S(=O)(=O)N2CCCC2)s1)NC1CCCCCC1	20%	-35%	-18%	5%	6%	1%	-1%	0%	-1%
CCOc1ccccc1NC(=O)NCc1noc2ccc(C)cc12	?	-17%	-10%	.	-4%	?	.	.	.
COc1ccc(C(=O)Nc2ccc(C(=O)O)cc2NC(=O)c2ccc(OC)cc2)cc1	11%	-14%	-1%	0%	-10%	8%	-3%	-6%	-29%
Nc1nc(SCc2ccc(F)cc2)n[nH]1	2%	-1%	19%	-3%	-1%	16%	-1%	5%	0%
COc1ccc([C@@H]2[C@@H]3C(=O)N(C(C)(C)C)C(=O)[C@@H]3[C@]3(C)C(=O)N(c4cccc(F)c4)C(=O)N23)cc1	11%	-8%	7%	5%	2%	-3%	-2%	9%	-23%[9.22 µM]
O=C(Nc1nnc(-c2ccc(F)cc2)s1)c1c(F)cccc1Cl	-2%	1%	-2%	1%	-12%	-21%	0%	0%	1%
COc1ccc(C(=O)Cc2cnn(-c3ccccc3)c2)c(O)c1	7%	7%	1%	-8%	1%	5%	-8%	2%	2%[9.22 µM]
O=C(Nc1ccc2c(c1)OCO2)C1COc2ccccc2O1 (stereo not given)	?	-2%	1%	0%	-8%	8%	-2%	1%	1%
CSc1cccc(NC(=O)Cn2nnc(C(=O)NCCc3ccccc3)c2N)c1	26%	27%	12%	.	-12%	-28%	.	.	.
COc1ccc(NS(=O)(=O)c2cc([N+](=O)[O-])ccc2N/N=C\c2c(C)[nH]c3ccccc23)cc1	2%	?	?	-4%	-1%	-13%	-8%	-3%	4%
O=C(Nc1ccc(N2CCCCC2)cc1)c1cc([N+](=O)[O-])cc([N+](=O)[O-])c1	-12%[0.397 µM]	-1%	6%	4%	-16%	8%	17%	0%	-1%
CCN(CC(=O)Nc1ccc2c(c1)OCCO2)C(=O)c1ccc([N+](=O)[O-])s1	15%	?	2%	0%	-7%	6%	12%	6%	-4%
COc1cccc(C(=O)CN2CCN(S(=O)(=O)c3ccc(Cl)cc3)CC2)c1	-5%	0%	1%	.	-4%	4%	.	.	.
O=C(OCC(=O)N1CCCC1=O)c1cccc(S(=O)(=O)N2CCOCC2)c1	14%	3%	3%	-1%	1%	2%	-5%	6%	-3%
Cc1cc(Nc2ccc(F)cc2)n2nc(C)nc2n1	?	?	-5%	4%	3%	2%	14%	11%	-4%
CCOc1ccc(NC(=S)N2c3ccccc3CC2C)cc1 (stereo not given)	?	-3%	0%	2%	-4%	?	2%	4%	-14%
Cc1c(C(=O)NCc2ccc(Cl)c(Cl)c2)sc(=O)n1Cc1ccc(C(=O)N(C)C)cc1	8%	?	?	-23%	-6%	3%	4%	-23%	.
COc1ccc(CNC(=O)c2c(O)nc3c(C)cccn3c2=O)cc1	-32%[inhibitor]	?	-14%	.	9%	0%	.	.	.
Cc1nc2ccc(NC(=O)Cc3ccc(Br)cc3)cc2s1	-17%	1%	-12%	-3%	-4%	?	21%	?	?
Cc1ccc2oc(C(=O)Nc3ccc(S(=O)(=O)Nc4nc(C)cc(C)n4)cc3)cc(=O)c2c1	22%	6%	20%	.	0%	5%	.	.	.
CNS(=O)(=O)c1ccc(NCC2COc3ccccc3O2)c([N+](=O)[O-])c1 (stereo not given)	14%	8%	7%	-13%	-19%	1%	9%	-16%	0%
COC(=O)c1c(NC(=O)C2C3C=CC(CC3)C2C(=O)O)sc(C)c1C (stereo not given)	0%	?	0%	-1%	-2%	8%	6%	-2%	28%
FC(F)(F)c1cc(Cl)c2nnc(-c3ccccn3)n2c1	0%	-4%	-17%	5%	0%	12%	-8%	9%	15%
O=C(O)CN1C(=O)/C(=C\c2cn(CC(=O)N3CCOCC3)c3ccccc23)SC1=S	-12%	-18%	-8%	-1%	6%	5%	0%	0%	-14%
COC(=O)CSc1nc(COc2ccccc2)nc2ccccc12	7%	-25%	?	8%	-11%	-10%	21%	7%	1%
CC(C)CCNC(=O)Nc1cc(C(=O)NCc2cccc(F)c2)ccc1N1CCCC1	?	-10%	?	.	-15%	-24%	.	.	.
COc1ccc(Cl)cc1S(=O)(=O)NC(C)C(=O)NCc1ccncc1 (stereo not given)	-9%	10%	4%	14%	8%	-4%	4%	20%	-4%

Screens deposited in PubChem by National Center for Advancing Translational Sciences (NCATS).
